High-throughput results: PubChem, National Center for Advancing Translational Sciences (NCATS)
Tb PFK inh = qHTS Assay to Find Inhibitors of T. brucei phosphofructokinase. 330,000 tested, 0.17% active. Potency, µM (titrated, usually from 57.5 µM), without a hit: at the top dose activity, negative = inhibition, actives largely listed as inhibitors. ATP-dependent 6-phosphofructokinase (Trypanosoma brucei brucei), O15648. T. brucei PFK, ADP-Glo luminescence;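 also: potency is read from the fitted curve at half-maximal effect; 0% = uninhibited 1x PFK enzyme wells and -100% = no-enzyme wells; nearly all actives have a fitted effect of over 60% in size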
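Compounds were pin-transferred as a titration series up to 57 uM into substrate buffer (0.5 mM F6P, 0.1 mM ATP, pH 8.0), then 1.25 nM PFK was added and reactions ran 45 min before ADP-Glo detection.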
MLL CXXC-DNA inh = qHTS Fluorescence Polarization Assay for Inhibitors of MLL CXXC domain - DNA interaction. MLL-CXXC / FITC-HOXA9 DNA fluorescence polarization. Potency, µM (top dose mostly 115 µM), for inactives: top-dose activity change, negative = inhibition, most hits filed as inhibitors. 290,000 tested, 0.037% active; active = well fitted inhibition curve with a large enough effect in the polarisation, with a control signal flat, not every such curve was filed as active; inconclusive = small, poorly fitted or top-dose-only effect, or effect the other way, or a change in a side signal; inactive = no such curve, though single readings can be large or run the other way; the % refers to the polarisation; also: potency is read from the fitted curve at half-maximal effect
Target sequence (Q03164 whole entry, looked up, the tested form may be a part): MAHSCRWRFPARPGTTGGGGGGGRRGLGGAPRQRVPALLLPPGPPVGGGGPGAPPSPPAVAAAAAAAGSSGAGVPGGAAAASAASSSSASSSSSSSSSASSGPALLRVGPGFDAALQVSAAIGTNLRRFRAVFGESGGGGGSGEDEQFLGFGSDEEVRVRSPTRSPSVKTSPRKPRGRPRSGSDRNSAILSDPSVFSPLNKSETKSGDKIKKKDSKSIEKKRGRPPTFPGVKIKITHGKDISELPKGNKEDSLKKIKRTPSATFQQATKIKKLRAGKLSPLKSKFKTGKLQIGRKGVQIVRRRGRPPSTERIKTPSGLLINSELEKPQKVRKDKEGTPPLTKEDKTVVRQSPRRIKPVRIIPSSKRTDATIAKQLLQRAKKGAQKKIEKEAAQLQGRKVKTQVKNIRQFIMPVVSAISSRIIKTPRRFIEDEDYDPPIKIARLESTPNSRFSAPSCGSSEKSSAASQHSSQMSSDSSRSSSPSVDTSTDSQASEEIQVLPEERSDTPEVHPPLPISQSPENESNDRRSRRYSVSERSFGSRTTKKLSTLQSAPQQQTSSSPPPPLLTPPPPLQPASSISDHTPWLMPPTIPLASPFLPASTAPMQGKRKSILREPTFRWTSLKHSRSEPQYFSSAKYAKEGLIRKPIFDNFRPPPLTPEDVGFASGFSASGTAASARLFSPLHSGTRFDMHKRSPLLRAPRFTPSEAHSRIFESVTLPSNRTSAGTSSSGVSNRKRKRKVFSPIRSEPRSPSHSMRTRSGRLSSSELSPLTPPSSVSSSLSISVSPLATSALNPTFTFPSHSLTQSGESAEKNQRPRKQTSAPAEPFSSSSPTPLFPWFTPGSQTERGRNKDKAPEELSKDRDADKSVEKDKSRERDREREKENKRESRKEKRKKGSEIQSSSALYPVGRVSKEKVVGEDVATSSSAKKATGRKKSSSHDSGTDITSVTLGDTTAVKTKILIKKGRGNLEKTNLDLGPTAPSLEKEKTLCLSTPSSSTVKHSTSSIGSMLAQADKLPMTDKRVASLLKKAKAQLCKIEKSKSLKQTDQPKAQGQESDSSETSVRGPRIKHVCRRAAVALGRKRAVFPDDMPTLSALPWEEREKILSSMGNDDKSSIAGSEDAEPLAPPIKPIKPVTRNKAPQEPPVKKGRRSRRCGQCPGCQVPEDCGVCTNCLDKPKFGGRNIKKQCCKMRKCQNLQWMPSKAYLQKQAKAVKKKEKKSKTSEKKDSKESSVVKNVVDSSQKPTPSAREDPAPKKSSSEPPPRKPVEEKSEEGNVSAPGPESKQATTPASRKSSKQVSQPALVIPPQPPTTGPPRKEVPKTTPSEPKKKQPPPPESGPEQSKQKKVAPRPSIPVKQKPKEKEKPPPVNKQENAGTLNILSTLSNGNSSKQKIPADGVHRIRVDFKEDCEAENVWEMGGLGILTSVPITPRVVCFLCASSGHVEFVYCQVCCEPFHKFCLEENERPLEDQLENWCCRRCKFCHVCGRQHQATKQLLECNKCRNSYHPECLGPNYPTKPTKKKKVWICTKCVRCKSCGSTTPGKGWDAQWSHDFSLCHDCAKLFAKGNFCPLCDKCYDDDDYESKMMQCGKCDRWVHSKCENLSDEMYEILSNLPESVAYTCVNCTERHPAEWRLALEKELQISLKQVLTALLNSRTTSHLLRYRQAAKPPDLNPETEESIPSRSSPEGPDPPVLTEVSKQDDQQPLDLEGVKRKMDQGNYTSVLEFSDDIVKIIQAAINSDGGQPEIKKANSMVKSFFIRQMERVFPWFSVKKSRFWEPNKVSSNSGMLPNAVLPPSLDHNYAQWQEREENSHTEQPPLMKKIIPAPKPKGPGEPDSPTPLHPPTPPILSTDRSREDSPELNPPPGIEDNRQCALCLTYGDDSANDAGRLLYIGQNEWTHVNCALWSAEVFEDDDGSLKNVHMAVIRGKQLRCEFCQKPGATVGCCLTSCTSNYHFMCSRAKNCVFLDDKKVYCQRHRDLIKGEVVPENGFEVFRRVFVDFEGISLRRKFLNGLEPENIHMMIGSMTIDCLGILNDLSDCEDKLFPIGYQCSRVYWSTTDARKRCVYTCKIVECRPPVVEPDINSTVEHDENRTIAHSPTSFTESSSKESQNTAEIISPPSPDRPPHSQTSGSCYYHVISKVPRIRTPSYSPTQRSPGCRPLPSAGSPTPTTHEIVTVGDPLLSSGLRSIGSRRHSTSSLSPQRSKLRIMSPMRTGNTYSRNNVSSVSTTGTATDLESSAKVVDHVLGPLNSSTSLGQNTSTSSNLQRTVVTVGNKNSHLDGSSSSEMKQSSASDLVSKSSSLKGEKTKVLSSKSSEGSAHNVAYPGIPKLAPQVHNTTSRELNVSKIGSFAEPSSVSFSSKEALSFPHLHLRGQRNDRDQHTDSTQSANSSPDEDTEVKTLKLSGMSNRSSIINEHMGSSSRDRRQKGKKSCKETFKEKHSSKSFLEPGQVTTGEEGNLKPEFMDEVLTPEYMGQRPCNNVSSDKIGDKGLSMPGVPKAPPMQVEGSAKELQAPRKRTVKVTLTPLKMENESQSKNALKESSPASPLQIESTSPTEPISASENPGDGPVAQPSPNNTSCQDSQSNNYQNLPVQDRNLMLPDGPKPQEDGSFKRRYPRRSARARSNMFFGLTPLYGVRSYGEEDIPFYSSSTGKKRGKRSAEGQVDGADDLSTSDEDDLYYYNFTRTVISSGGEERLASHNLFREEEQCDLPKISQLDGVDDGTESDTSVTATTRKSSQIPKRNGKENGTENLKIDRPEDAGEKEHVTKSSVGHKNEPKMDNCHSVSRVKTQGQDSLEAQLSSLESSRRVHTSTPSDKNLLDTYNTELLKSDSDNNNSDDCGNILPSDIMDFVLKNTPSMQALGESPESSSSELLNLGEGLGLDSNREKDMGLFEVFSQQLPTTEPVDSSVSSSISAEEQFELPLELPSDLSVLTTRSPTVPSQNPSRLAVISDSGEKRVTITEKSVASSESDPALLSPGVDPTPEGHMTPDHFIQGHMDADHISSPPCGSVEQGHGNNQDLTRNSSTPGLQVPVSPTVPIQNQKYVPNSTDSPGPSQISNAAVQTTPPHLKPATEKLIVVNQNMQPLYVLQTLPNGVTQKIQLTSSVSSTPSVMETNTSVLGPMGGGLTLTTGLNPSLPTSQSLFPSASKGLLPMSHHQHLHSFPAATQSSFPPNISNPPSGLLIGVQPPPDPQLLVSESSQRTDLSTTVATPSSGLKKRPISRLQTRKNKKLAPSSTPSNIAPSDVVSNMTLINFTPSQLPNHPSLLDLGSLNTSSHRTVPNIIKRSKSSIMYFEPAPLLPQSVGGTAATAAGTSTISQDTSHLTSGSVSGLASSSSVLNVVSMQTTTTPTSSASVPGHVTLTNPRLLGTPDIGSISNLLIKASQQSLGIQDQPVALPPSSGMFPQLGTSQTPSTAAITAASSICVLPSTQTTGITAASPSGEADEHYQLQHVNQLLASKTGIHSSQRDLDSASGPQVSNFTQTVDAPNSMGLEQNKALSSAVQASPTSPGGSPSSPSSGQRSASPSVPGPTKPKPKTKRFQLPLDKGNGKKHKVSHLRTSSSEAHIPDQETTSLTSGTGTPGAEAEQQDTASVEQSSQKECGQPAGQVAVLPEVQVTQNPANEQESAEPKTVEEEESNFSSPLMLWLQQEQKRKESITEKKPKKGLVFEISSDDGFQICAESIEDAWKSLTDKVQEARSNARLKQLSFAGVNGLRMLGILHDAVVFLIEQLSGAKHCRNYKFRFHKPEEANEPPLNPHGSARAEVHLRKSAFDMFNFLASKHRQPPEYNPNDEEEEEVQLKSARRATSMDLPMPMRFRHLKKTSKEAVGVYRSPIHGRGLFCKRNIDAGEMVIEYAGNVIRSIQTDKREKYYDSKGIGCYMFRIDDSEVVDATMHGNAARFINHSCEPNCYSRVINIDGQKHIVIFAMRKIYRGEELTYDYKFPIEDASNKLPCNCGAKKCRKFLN
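Fluorescence polarization: 7 uM MLL-CXXC (stock) preincubated 5 min with compounds, then 50 nM fluorescein-HOX-A9 DNA (stock) added; 30 min ambient. Buffer 50 mM Tris-HCl pH 7.5, 50 mM NaCl, 1 mM DTT, 0.05% BSA.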
AT treatment = qHTS Assay for Identifying a Potential Treatment of Ataxia-Telangiectasia; […] A-T fibroblasts, KAP-1 phosphorylation AlphaLISA; neocarzinostatin DNA damage 30 min before lysis; Potency, µM (titrated, usually from 57.5 µM), inactives show at the top dose activation, hits mostly activators; 320,000 tested, 0.19% active; also: potency is read from the fitted curve at half-maximal effect; % of control where 0% means no effect; nearly all actives have a fitted effect of over 45% in size
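ATM-like activity read as KAP-1 phosphorylation via AlphaLISA donor/acceptor antibody pairs after lysis and 6 hr at 25C. Cells were ATM-null patient fibroblasts ([…], hTERT), dosed 60 min, then exposed to the DSB inducer NCS for 30 min.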
TSHR antag = Antagonists of the Thyroid Stimulating Hormone Receptor: HTS campaign; activity change, negative = inhibition, % at 11.5 µM; TSHR-expressing cells, TSH-stimulated cAMP HTRF, 2 h; hits give low values; AID 504810, 2011; 330,000 tested, 0.2% active; Thyrotropin receptor (Homo sapiens), P16473;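 active = activity change below a set negative limit, meaning inhibition stronger than a set level, cut at about -70% in these data; inconclusive = activity change between two set negative limits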; also: % is scaled to controls: 0 for no effect and ±100 for the full control effect
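Antagonism was scored as loss of TSH-driven cAMP in TSHR cells, stimulated with 4nM TSH (EC80) for 2 hours at 37 deg C and detected by homogeneous HTRF competition immunoassay.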
Giardia killer = Small Molecules that selectively kill Giardia lamblia: qHTS; Giardia lamblia trophozoite viability; activity change, % at 7.66 µM, hits read low; 340,000 tested, 0.15% active; in the data active = activity change below about -80%; inconclusive = between about -30% and that limit;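 also: parasites exposed to compound for two days anaerobically before the ATP read; % is scaled to controls: 0 for no effect and ±100 for the full control effect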
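Trophozoite viability was measured as ATP-dependent luminescence, read 15-30 min after reagent addition. Before that, parasites at 100 cells/well were exposed to compounds for 48 h, anaerobically, at 37 deg C.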
TCR activator = Activators of T cell receptors: qHTS campaign; primary human leukocytes, anti-CD3, IL-2 HTRF, 48 h; Potency, µM (titrated, usually from 9.22 µM), for inactives: top-dose activation of IL-2 secretion, actives largely listed as activators; 330,000 tested, under 10 active; AID 504894, 2011; also: % of control where 0% means no effect
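1) Mix primary human leukocytes, a-CD3 beads and compound. 2) Incubate 48 hr. 3) Add HTRF IL-2 reagents (a-IL-2-K, a-IL-2-d2).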
GALK inhibitor = qHTS Assay for Inhibitors of Human Galactokinase (GALK); AID 1868, 2009; Potency, µM (titrated, usually from 57.5 µM), without a hit: at the top dose activity change, negative = inhibition, hits mostly inhibitors; Purified GALK, Kinase-Glo residual ATP luminescence; P51570; 270,000 tested, 0.007% active; also: potency is read from the fitted curve at half-maximal effect; % is scaled to controls: 0 for no effect and ±100 for the full control effect
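ATP-depletion format; final 35 uM ATP, 100 uM D-galactose, 5 nM enzyme; pH 8.0 HEPES/Mg2+ buffer; 60 min RT; luminescence read 10 min after detection reagent.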
KCNH2 WT inh = qHTS for Inhibitors of KCHN2 3.1: Wildtype qHTS; Voltage-gated inwardly rectifying potassium channel KCNH2 (Homo sapiens), Q12809; U2OS, BacMam KCNH2, thallium flux FluxOr; hits give low values; activity change, % at 1.84 µM; 340,000 tested, 0.37% active;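 active = maximum activity change below -70%; inconclusive = maximum activity change between -70% and -50%; inactive = maximum activity change above -50%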; also: % is scaled to controls: 0 for no effect and ±100 for the full control effect
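U2OS cells transduced with wild-type KCNH2 virus are loaded with FluxOr dye for 45 min, and thallium flux is measured in kinetic reads before and after stimulation buffer. Rate constants are normalized to DMSO controls.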
Chronic BCR inh = qHTS Assay to Find Inhibitors of Chronic Active B-Cell Receptor Signaling | ABC-DLBCL IkBa-CBG/CBR reporter, luminescence ratio, 4 h | 340,000 tested, 0.05% active | Potency, µM (doses to about 46.1 µM), for the others: at the top dose ratio change, negative = lower green/red ratio, hits mostly inhibitors; active = well fitted inhibition curve with a large enough effect in the signal ratio, with a control signal flat, not every such curve was filed as active; inconclusive = small, poorly fitted or top-dose-only effect, or effect the other way, or a change in a side signal; the % refers to the signal ratio;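 also: potency is read from the fitted curve at half-maximal effect; plate controls were basal doxycycline-induced cells for no effect and cells given 10 µM MG132 for full effect; MG132 reads +100%, hits lower the ratio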
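Compounds up to 46 uM were incubated four hours with TMD8 cells whose green CBG68 luciferase is fused to IkappaBalpha; red CBR luminescence normalised the signal, and concentration-effect curves were fitted to fusion, red and ratio data.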
Coupling enz = qHTS Assay for Inhibitors of Fructose-1,6-bisphosphate Aldolase from Giardia Lamblia: Coupling assay counterscreen; activity change, negative = inhibition, % at 58.2 µM, hits read low; 290,000 tested, 0.67% active; coupling enzyme system counterscreen, AmpLite Red fluorescence; in the data active = activity change below about -30%; also: % is scaled to controls: 0 for no effect and ±100 for the full control effect
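Compounds tested against the coupling enzymes alone at 57.5 uM final; readout was AmpLite Red fluorescence (525/598 nm) after 20 min at RT.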
An asterisk follows results filed as active; ? = inconclusive; nt = no result given; [ ] = dose if it differs, or a comment. Unless noted, calls follow the shape of the dose curve; as a rule, active = well fitted curve in the direction sought with a large enough effect; inconclusive = small, poorly fitted or top-dose-only effect, or another doubt; inactive = no such curve, though single readings can be large; an effect the other way counts as inactive or inconclusive.

Field names – A = Tb PFK inh; B = MLL CXXC-DNA inh; C = AT treatment; D = TSHR antag; E = Giardia killer; F = TCR activator; G = GALK inhibitor; H = KCNH2 WT inh; I = Chronic BCR inh; J = Coupling enz
> Cc1ccc(C)c(-n2[nH]c3c4c(ccc3c2=O)C(=O)c2ccccc2C4=O)c1
  A: 4%; B: 7%; C: 1%; D: -5; E: ?; F: 2%[46.1 µM]; G: 2%; H: -13; I: 0%; J: -17
> CCOCCCn1c(=S)[nH]c2cc(C(=O)NCCN(CC)CC)ccc2c1=O
  A: 1%; B: 11%; C: -4%; D: -5; E: 10; F: 0%; G: -1%; H: 5; I: 12%; J: 2
> O=C(NCC(=O)N(c1ccc2c(c1)OCO2)C(C(=O)NC1CCCC1)c1ccncc1)c1ccco1 (stereo not drawn)
  A: ?; B: 7%; C: 1%; D: -9; E: -6; F: -8%; G: -1%; H: -8; I: 2%; J: -28
> Cc1ccc(S(=O)(=O)Cc2ccc(C(=O)N3CCN(c4ccccn4)CC3)o2)cc1
  A: 0%; B: -3%; C: nt; D: 0; E: 12; F: 10%; G: 1%; H: 10; I: 2%; J: 5
> O=C(OC(C(=O)NC1CCCC1)c1ccc(F)cc1)c1ccno1 (stereo not drawn)
  A: -4%; B: 1%; C: -11%; D: 2; E: -6; F: nt; G: 1%; H: -10; I: 3%; J: -1
> CCOCCCNC(=O)c1cc2c(=O)n3cccc(C)c3nc2s1
  A: 1%; B: ?; C: -4%; D: -4; E: -10; F: -2%; G: -2%; H: 45; I: -8%; J: -2
> O=C(Nc1ccc(CN2CCOCC2)cc1)c1ccc(-c2ccc(Cl)cc2Cl)o1
  A: 14%; B: 6%; C: 2%; D: -10; E: 1; F: -9%; G: -1%; H: 0; I: ?; J: -4
> COc1ccccc1C(=O)OCC(=O)NC(C)CCc1ccccc1 (stereo not drawn)
  A: 25%; B: 10%; C: 30%; D: 0; E: 3; F: -6%; G: 1%; H: 22; I: 0%; J: 0
> O=C(CN1CCN(S(=O)(=O)c2ccccc2)CC1)N1CCCCC1
  A: 0%; B: nt; C: -9%; D: -14; E: -22; F: -2%; G: nt; H: -17; I: 4%; J: nt
> CC1CCCCC1NC(=O)COC(=O)c1ccccn1 (stereo not drawn)
  A: 4%; B: 15%; C: -2%; D: 6; E: 5; F: 0%; G: -1%; H: 12; I: 0%; J: 3
> O=C(CN1C(=O)COc2ccccc21)Nc1ccc(F)cc1
  A: -8%; B: 1%; C: 11%; D: -16; E: 17; F: 1%; G: 2%; H: 1; I: ?; J: -7
> Cc1ccccc1C[n+]1cccc2ccccc21
  A: -2%; B: nt; C: 14%; D: 1; E: 8; F: 3%; G: nt; H: 3; I: 0%; J: nt
> Cc1ccc(Nc2nnns2)cc1
  A: -8%; B: 13%; C: -10%; D: 14; E: -16; F: 8%; G: 0%; H: 9; I: 4%; J: 5
> Cc1cc2c(c(=O)o1)C1O[C@](CCCCN3C(=O)c4ccccc4C3=O)(Cc3cc(C#N)ccc31)O2
  A: -5%[11.5 µM]; B: -10%[23 µM]; C: 1%[11.5 µM]; D: nt; E: nt; F: nt; G: nt; H: nt; I: ?; J: -1
> CC1CCC2(CC1)NC(=O)N(CC(=O)c1cccn1C)C2=O (stereo not drawn)
  A: 0%; B: 2%; C: -3%; D: -3; E: 19; F: 3%; G: -2%; H: 30; I: 2%; J: 1

Shown as a markdown table: part of the list above
| molecule | Tb PFK inh | MLL CXXC-DNA inh | AT treatment | TSHR antag | Giardia killer | TCR activator | GALK inhibitor | KCNH2 WT inh | Chronic BCR inh | Coupling enz |
| --- | --- | --- | --- | --- | --- | --- | --- | --- | --- | --- |
| Cc1ccc(S(=O)(=O)Cc2ccc(C(=O)N3CCN(c4ccccn4)CC3)o2)cc1 | 0% | -3% | nt | 0 | 12 | 10% | 1% | 10 | 2% | 5 |
| O=C(OC(C(=O)NC1CCCC1)c1ccc(F)cc1)c1ccno1 (stereo not drawn) | -4% | 1% | -11% | 2 | -6 | nt | 1% | -10 | 3% | -1 |

More structures follow:
Field names – A = Tb PFK inh; B = MLL CXXC-DNA inh; C = AT treatment; D = TSHR antag; E = Giardia killer; F = TCR activator; G = GALK inhibitor; H = KCNH2 WT inh; I = Chronic BCR inh; J = Coupling enz
> COC(=O)c1c(C(=O)OC)c2cc(C(=O)c3ccccc3)ccn2c1Cl
  A: 8%; B: 6%; C: 28%; D: 4; E: 1; F: 1%[46.1 µM]; G: -2%; H: -1; I: 11%; J: -16
> O=C(c1ccccc1NS(=O)(=O)c1ccc(Cl)cc1)N1CCc2ccccc21
  A: -1%; B: -6%; C: 4%; D: 3; E: ?; F: 2%[46.1 µM]; G: 1%; H: -9; I: 2%; J: 0
> Cn1c(CSCc2ccc(F)cc2)nnc1SCC(=O)Nc1cccc(C(=O)O)c1
  A: 0%; B: -9%; C: 19%; D: -1; E: -4; F: -1%; G: -1%; H: -7; I: ?; J: 2
> COc1ccc(-c2cnc(N)nc2-c2ccc(OCc3ccccc3)cc2O)cc1
  A: -9%; B: 5%; C: -2%; D: -3; E: -4; F: -7%; G: -1%; H: -13; I: -21%; J: -2
> CN(c1nc2nonc2nc1NC1CC1)C1CCOC1 (stereo not drawn)
  A: 10%; B: -10%; C: 4%; D: -12; E: -6; F: 4%; G: -1%; H: -5; I: -24%; J: 0
> COC(=O)c1sccc1-c1ccc(C(N)=O)o1
  A: 2%; B: -1%; C: 0%; D: -8; E: nt; F: nt; G: -3%; H: nt; I: -10%; J: -2
> CCN(CC)C(=O)CSc1nc2ccc(NC(=O)CSc3nnc(COc4ccccc4C)n3C)cc2s1
  A: 2%; B: -8%; C: -4%; D: -20; E: -4; F: 4%; G: nt; H: 2; I: ?; J: 1
> C=CCOc1ccc2oc(=O)cc(C)c2c1
  A: -2%; B: 0%; C: -1%; D: 2; E: -7; F: -4%[46.1 µM]; G: 0%; H: 1; I: ?; J: -1
> COC(=O)Cn1c(=NC(=O)c2ccc(S(=O)(=O)N3CCOCC3)cc2)sc2cc(S(N)(=O)=O)ccc21
  A: 1%; B: 7%; C: -2%; D: 15; E: 12; F: 1%; G: -2%; H: -7; I: ?; J: -2
> CCC(Sc1ccccn1)C(=O)Nc1nnc(C)s1 (stereo not drawn)
  A: -4%; B: 17%; C: 7%; D: 2; E: -21; F: 7%; G: -1%; H: -3; I: 2%; J: -2
> O=C(COC(=O)c1ccc([N+](=O)[O-])o1)NCCCc1ccccc1
  A: 6%; B: nt; C: 2%; D: -22; E: -8; F: 1%; G: nt; H: 14; I: 0%; J: nt
> COc1ccc(C(=O)C2CCN(C(=O)Nc3ccc(C)cc3)CC2)cc1
  A: 1%; B: 0%; C: 3%; D: -3; E: -10; F: -3%; G: -1%; H: 8; I: 1%; J: 1
> CCOC(=O)C(=O)Nc1cccc(C(=O)OCC)c1
  A: 0%; B: 5%; C: -1%; D: -1; E: -12; F: -5%[46.1 µM]; G: 2%; H: 7; I: 0%; J: 2
> O=[N+]([O-])c1ccc(OCC(O)CN(CCO)CCO)cc1 (stereo not drawn)
  A: -2%; B: 17%; C: 0%; D: -14; E: 8; F: 3%[46.1 µM]; G: 5%; H: 15; I: 3%; J: 5
> CCc1ccc2[nH]c(=O)c(CN(CCCN3CCOCC3)C(=O)Nc3ccc(Cl)cc3)cc2c1
  A: -1%; B: 5%; C: -2%; D: 14; E: 0; F: 7%; G: -4%; H: -1; I: ?; J: 2
> Cc1cccc(C(=O)Nc2ccnc(-c3ccncc3)n2)c1
  A: 3%; B: -1%; C: 6%; D: -7; E: -11; F: -7%; G: -1%; H: nt; I: 5%; J: 2
> Cc1cc(COc2ccccc2O)on1
  A: 5%; B: 8%; C: nt; D: 4; E: 1; F: -3%; G: 2%; H: -3; I: 15%; J: 3
> NC(=O)C1(N2CCCCC2)CCN(C(=O)c2ccc(C#Cc3ccccc3)o2)CC1
  A: -1%; B: 0%; C: 4%; D: -75*; E: -10; F: 7%; G: -3%; H: 0; I: 2%; J: -2
> Cc1cc(=O)oc(C)c1C(=O)NCC1COc2ccccc2O1 (stereo not drawn)
  A: 1%; B: 2%; C: -4%; D: 8; E: -13; F: nt; G: -1%; H: 40; I: -1%; J: 1
> O=C(N/N=C/c1ccc(OCCCF)cc1)c1cc(OCC(F)(F)F)ccc1OCC(F)(F)F
  A: -3%; B: -5%; C: 1%; D: 3; E: 27; F: -2%; G: -3%; H: 11; I: 7%; J: 2
> O=C(OCc1ccccc1)C1=NNC2C(=O)N(c3ccc(Br)cc3)C(=O)C12 (stereo not drawn)
  A: 1%; B: -7%; C: -8%; D: 0; E: 17; F: -6%; G: 1%; H: -2; I: -2%; J: 2
